HCV NS3 hel inh: HCV NS3 helicase inhibition; NS3 helicase DNA unwinding, Cy5 molecular beacon fluorescence; inhibition, % at 10.9 µM; 290,000 tested, 0.56% active; AID 1800;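 active = inhibition above the mean of all tested compounds plus 3 SD, set per campaign, cut at about 35% in these data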;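 also: 0% = DMSO wells and 100% = thioflavine S control wells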
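Compound dosing – single dose, 10.9 µM nominal final, DMSO 0.8% final · System – NS3 helicase fragment of HCV · Buffer or medium – MOPS pH 6.5, MgCl2, DTT, Tween20, BSA · Signal – Cy5 beacon fluorescence read at start and 1 h · Also added – annealed dual-labelled DNA beacon duplex, ATP-started · Schedule – 1 h at 25 °C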
FID counter: counter-screen for HCV NS3 helicase inhibitors: DNA intercalator displacement. DNA fluorescent intercalator displacement, fluorescence. 290,000 tested, 0.17% active. inhibition, % at 7.9 µM; in the data active = inhibition above about 37%;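 also: 0% = vehicle and 100% = reference compound; higher means more ethidium bromide displaced from hairpin DNA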
IDE cell inh: cellular human IDE inhibition | P14735 | HEK cells, FAbetaB cleavage, fluorescence polarization | inhibition, % at 5.59 µM | 320,000 tested, 0.41% active | AID 434962;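 active = percent inhibition above the average of all tested compounds plus 3 SD, set per screening campaign, cut at about 16% in these data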;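 also: IDE supplied by intact live HEK cells; FP after avidin binding of uncleaved biotin substrate so inhibition keeps polarization high; 0% = DMSO wells and 100% = 60 µM reference IDE inhibitor Ii1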
IMP-1 inhibitor: blocks Pseudomonas aeruginosa IMP-1 metallo-beta-lactamase. 290,000 tested, 0.45% active. inhibition, % at 5.6 µM. purified IMP-1, nitrocefin hydrolysis, epi-absorbance fluorescence;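 active = inhibition above the mean plus 3 SD of all compounds in the same screening run, cut at about 4.5% in these data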;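 also: 0% = IMP-1 with DMSO and 100% = DMSO wells lacking enzyme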
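Assay system: purified IMP-1; Quantity: IMP-1 0.2 nM before substrate addition; Medium: HEPES buffer pH 7.1 with ZnSO4 and Brij 35; Incubation: 15 min enzyme–compound preincubation, then 25 min nitrocefin reaction, 25 °C; Signal: fluorescence quenching readout, ex 480/em 530 nm; Controls: DMSO with and without IMP-1; Repeats: singlicate testing.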
M18AAP inhibitor: blocks P. falciparum M18 aspartyl aminopeptidase; recombinant PfM18AAP, H-Glu-NHMec fluorogenic cleavage; AID 1822; 290,000 tested, 1.2% active; inhibition, % at 7.35 µM;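 active = inhibition above the campaign mean inhibition over all tested compounds plus 3 SD, cut at about 28% in these data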;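 also: 0% = plate median of test compound wells and 100% = 2 mM ZnCl2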
IDE act: IDE (human) activation, cell-based. P14735. HEK cells, FAbeta-B cleavage, fluorescence polarization; 0% vehicle, 100% cell-free pure enzyme wells. activation, % at 5.96 µM. 340,000 tested, 0.073% active;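 active = activation above the mean of all tested compounds plus 3 SD, set per screening campaign, cut at about 17% in these data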
VIM-2 inhibitor: blocks Pseudomonas aeruginosa VIM-2 metallo-beta-lactamase | purified VIM-2, nitrocefin hydrolysis, epi-absorbance fluorescence | inhibition, % at 5.6 µM | 290,000 tested, 0.89% active;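 active = inhibition above the mean of all tested compounds plus 3 SD, cutoff set per screening run, cut at about 7.5% in these data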;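 also: red hydrolysis product quenches plate fluorescence so inhibitors raise well fluorescence; 0% = enzyme with DMSO and 100% = DMSO without enzyme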
pCIP destab: p/CIP protein destabilization. F442A p/CIP-EGFP cells, EGFP fluorescence, 16 h. Q05BA5. decrease of EGFP signal, % at 10 µM. 290,000 tested, 0.01% active;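 active = EGFP signal decrease of at least 30% at 10 µM or well 3 SD below plate mean, unless failing retest; inactive = the rest, including hits failing retest or dose response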; also: some compounds called inactive have numbers as strong as hits; many of its hits are not listed in these tables
UBC9 SUMO inh: SUMOylation inhibition; P63279; HTRF SUMOylation assay, SAE1/SAE2 + UBC9, in vitro; inhibition, % at 35 µM; 290,000 tested, 0.36% active; AID 2006; in the data active = inhibition above about 50%, passing the limit was not always enough; also: strong numbers were not always called active
* = called active by the depositor; · = not tested or not shown.

SMILES	HCV NS3 hel inh	FID counter	IDE cell inh	IMP-1 inhibitor	M18AAP inhibitor	IDE act	VIM-2 inhibitor	pCIP destab	UBC9 SUMO inh
Cc1ccc(-n2nc(C)cc2N)c(C)c1	-3	-6	-2	-1.2	-5	0	-2.8	2	1
Cc1nc([N+](=O)[O-])c(Br)n1CC(=O)c1ccccc1	9	2	-1	0.9	1	3	-0.2	-14	0
CCc1cc2c(SCC(=O)NC(=O)c3cccn3C)ncnc2s1	10	-6	8	-3.7	6	-14	-2.6	-8	-6
Cc1cc(C(=O)NC(C)C)on1	1	4	-1	-1.8	-4	3	-1.3	-7	4
O=C(N=Nc1c(O)n(C2OC(=O)c3ccccc32)c2ccccc12)c1ccc(O)cc1 (configuration not stated)	2	0	2	-3.8	-1	2	-1.6	7	13
Cc1sc(N/N=C/c2cccs2)nc1-c1ccccc1	-11	-2	2	-0.8	9	-2	0.0	4	-2
CCN(C(=O)CCNC(=O)Cn1cnc2ccccc2c1=O)c1cccc(Cl)c1	-4	-26	-3	-3.7	-2	2	-1.9	-6	-5
CCC(=O)N(CC)c1nc(-c2cc(OC)ccc2OC)cs1	-1	-5	1	0.7	7	-5	-3.2	-27	1
Cc1ccc(-c2cc(=O)c3ccc(F)cc3[nH]2)cc1	0	-2	1	-2.4	4	8	-2.1	-7	6
COc1ccc(OC)c(NC(=O)CSc2nnc(C)n2Cc2ccccc2)c1	-1	-30	-7	-4.7	2	7	-2.1	-8	-2
Cc1nc2c(n1O)CCC/C2=N\O	6	5	-1	-2.2	0	3	-1.8	-2	10
CCOC(=O)CCCNC(=O)COC(=O)c1cccc(C)c1O	6	-15	0	1.3	0	6	0.0	9	13
CC(=O)Nc1cccc(C(=O)OCc2ccccc2)c1	-1	-5	0	-3.1	-7	-1	-2.3	5	6
CC(C)(C)NC(=S)NCc1ccncc1	19	1	-3	-1.8	-12	-1	-1.7	-20	17
O=C1C2C3c4ccccc4C(c4ccccc43)C2C(=O)N1Cc1ccccn1 (configuration not stated)	-2	-25	-2	-3.3	-9	-2	-3.7	7	-21
COc1ccccc1NC(=S)NC(NC(=O)C(C)C)C(Cl)(Cl)Cl (configuration not stated)	-10	-2	2	-1.2	-10	5	-2.0	12	6
O=c1c(Cl)c(Cl)cnn1-c1ccccc1	0	0	·	-0.5	-5	-2	-1.2	-4	-6
COc1ccc(Oc2c(Cl)cnn(-c3ccc(C)cc3)c2=O)cc1	-5	-17	1	-2.1	7	1	-8.7	-9	6
O=C(Cn1cc(C(F)(F)F)cc(Cl)c1=O)Nc1cc(Cl)cc(Cl)c1	23	-1	-7	-1.6	-15	0	-1.6	-14	36
Cc1cnc(C)c(N2CCC(C(=O)NCc3ccco3)CC2)n1	-1	-3	2	-2.9	11	-3	-1.8	-9	12
CCN1C(=O)[C@H]2[C@@H](c3ccc(C)cc3)N3C(=O)N(c4ccccc4)C(=O)[C@@]3(C)[C@H]2C1=O	-1	-15	6	-3.0	-6	-1	-1.1	-7	17
COc1ccccc1OCCn1c(=S)[nH]c2ccccc21	0	-12	·	-3.8	3	-6	-3.9	9	-9
COC(=O)c1cccc(NC(=S)NCc2ccc(F)cc2)c1	6	2	2	-2.4	1	8	-0.8	-9	10
Cc1ccc(S(=O)(=O)N2CN(Cc3ccco3)c3nc4ccccc4nc32)cc1C	10	-13	9	-2.0	3	-1	0.0	-26	18
N#C/C(=C\c1ccccc1)C(=O)Nc1nncs1	-20	-2	4	-1.9	35*	-2	-1.5	0	1
Continuation:
SMILES	HCV NS3 hel inh	FID counter	IDE cell inh	IMP-1 inhibitor	M18AAP inhibitor	IDE act	VIM-2 inhibitor	pCIP destab	UBC9 SUMO inh
O=C(c1ccc(CS(=O)(=O)c2ccc(Br)cc2)o1)N1CCN(c2ccc(F)cc2)CC1	-18	-46	2	0.9	-2	-1	-0.3	-4	5
Cc1ccc(C2=NN(C(=O)c3ccccc3F)C(c3ccccc3F)C2)cc1 (configuration not stated)	-14	-36	8	-3.8	19	5	-3.4	0	-6
Cc1ccc(CNC(=O)CCSCCC(=O)NCc2ccc(C)cc2)cc1	1	-3	6	-1.8	-3	4	-0.9	15	10
COc1ccccc1CNC(=O)CC(C)c1ccccc1 (configuration not stated)	1	-9	-2	-1.8	-3	1	-0.7	5	11
CCC(C)NC(=O)CN(C1CCCCC1)S(=O)(=O)c1ccc(F)cc1 (configuration not stated)	0	-35	-3	-0.8	-1	3	-1.9	-8	-5
C=CCn1c(SCC(=O)N2CCOCC2)nc2scc(-c3ccco3)c2c1=O	15	-15	4	-2.1	-14	-1	0.6	-8	19
Cc1ccc(-c2nn3c(C)nnc3c3ccccc23)cc1S(=O)(=O)NC(C)c1ccccc1 (configuration not stated)	-7	-13	13	0.7	-9	9	6.4	-9	8
Cc1ccc(CNC(=O)Nc2ccc(C)cc2)cc1	-7	-4	-2	-0.2	-5	2	-1.4	-6	15
CCOC(=O)CC(NC(=O)c1cc2cccc(OC)c2oc1=O)c1ccc(OC)cc1 (configuration not stated)	-10	-27	3	-2.9	4	3	-1.7	-2	12
COCCn1c(=O)[nH]c2cc(C(=O)N3CCN(c4ccccc4OC)CC3)ccc2c1=O	-3	-28	2	-2.2	5	5	-1.1	-7	25
Cc1cc(NC(=O)C(C)SCC(=O)Nc2ccc(SC(F)F)cc2)no1 (configuration not stated)	-3	-7	6	-1.7	0	3	-0.3	-8	8
O=C(Cc1cccs1)N=Nc1c(O)[nH]c2ccccc12	-1	-1	-7	0.3	0	5	-0.1	5	-21
Cc1n[nH]c(=O)n1-c1ccc(OC(F)(F)F)cc1	1	3	9	-1.2	-2	6	0.5	4	0
CC1CN(c2ccc([N+](=O)[O-])cc2C(=O)N2CCOCC2)CC(C)N1 (configuration not stated)	2	-1	1	-0.3	-4	0	-1.3	-7	11
CCCOc1ccc(C(=O)CCNC(Cc2c[nH]c3ccccc23)C(=O)O)cc1 (configuration not stated)	-35	-17	2	-0.1	-39	3	-0.3	-16	4
CCn1ccnc1CN(C)Cc1nc(Cc2cccc(C(F)(F)F)c2)no1	-7	4	6	-1.3	1	2	-0.5	-12	-10
CCN(CC)S(=O)(=O)c1cccc(C(=O)N/N=C(\C)c2cccs2)c1	6	-10	-6	-2.3	-13	6	-1.3	-16	-9
CC1CCC(C(C)C)C(OCC(O)CN2CCN(Cc3ccccc3)CC2)C1 (configuration not stated)	-33	23	6	-2.7	0	2	-5.6	-22	0
O=c1[nH]cccc1-c1nc2ccccc2n1Cc1ccccc1F	-15	-15	0	-1.2	-8	4	-2.6	-11	18
CN(C)c1ccc(NC(=O)CC2NCCNC2=O)cc1 (configuration not stated)	-6	-4	10	0.1	2	4	-1.0	-5	-2
O=[N+]([O-])c1ccc(-c2ccc(/C=N/Nc3nc(N4CCCC4)nc(N4CCCC4)n3)o2)cc1	3	0	-5	-1.2	-2	6	-1.0	-27	13
Cc1cc(N/N=C/c2ccc(O)c(C)c2O)nc(-c2ccccc2O)n1	-7	24	11	-2.5	44*	-1	-4.3	-1	15
Cc1ccc(C(c2nnnn2C2CCCC2)N2CCN3CCCC3C2)cc1 (configuration not stated)	-7	4	4	-1.9	-1	-1	-3.7	2	-14
COc1ccc(Cl)cc1Nc1nc(-c2sc(NC(=O)C(C)(C)C)nc2C)cs1	-2	-3	-3	18*	-3	6	-0.5	-2	12
Cc1nnc(SCc2cc(=O)[nH]c(N3CCN(Cc4ccccc4)CC3)n2)s1	-8	-10	3	-2.7	6	-3	0.2	-15	19

Structures listed so far with an aryl thioether with sulfur outside any ring (5):
SMILES	HCV NS3 hel inh	FID counter	IDE cell inh	IMP-1 inhibitor	M18AAP inhibitor	IDE act	VIM-2 inhibitor	pCIP destab	UBC9 SUMO inh
CCc1cc2c(SCC(=O)NC(=O)c3cccn3C)ncnc2s1	10	-6	8	-3.7	6	-14	-2.6	-8	-6
COc1ccc(OC)c(NC(=O)CSc2nnc(C)n2Cc2ccccc2)c1	-1	-30	-7	-4.7	2	7	-2.1	-8	-2
C=CCn1c(SCC(=O)N2CCOCC2)nc2scc(-c3ccco3)c2c1=O	15	-15	4	-2.1	-14	-1	0.6	-8	19
Cc1cc(NC(=O)C(C)SCC(=O)Nc2ccc(SC(F)F)cc2)no1 (configuration not stated)	-3	-7	6	-1.7	0	3	-0.3	-8	8
Cc1nnc(SCc2cc(=O)[nH]c(N3CCN(Cc4ccccc4)CC3)n2)s1	-8	-10	3	-2.7	6	-3	0.2	-15	19

More compounds follow:
SMILES	HCV NS3 hel inh	FID counter	IDE cell inh	IMP-1 inhibitor	M18AAP inhibitor	IDE act	VIM-2 inhibitor	pCIP destab	UBC9 SUMO inh
CCC(c1nnnn1Cc1ccc(F)cc1)N(CCCO)Cc1cc2cc3c(cc2[nH]c1=O)OCO3 (configuration not stated)	-3	-37	-1	-2.3	7	-1	-1.3	-12	18
Cc1ccc(N2C(=O)CC(Sc3nc(C)cc(C)n3)C2=O)cc1 (configuration not stated)	4	-7	0	-3.1	2	3	-2.0	-14	10
c1ccc2c(c1)CCCN2Cc1nnnn1CC1CCCO1 (configuration not stated)	-8	1	-4	3.4	6	2	-0.7	-4	6
CC(C)Oc1ccc(C2CC(=O)N(c3cccc(C(=O)O)c3)C2=O)cc1 (configuration not stated)	11	-12	-1	-4.6	3	-1	-1.9	-2	14
COc1ccc(-c2csc(NNC3=NCCCCC3)n2)cc1	-15	0	5	-3.4	11	·	-3.9	-8	12
Cc1ccc(-c2csc(NC(=O)CCNC(=O)c3ccco3)n2)cc1	-1	-22	3	-3.1	-5	-2	-2.6	-4	12
COc1ccc(S(=O)(=O)Nc2ccc(N3CCOCC3)nc2)cc1	7	0	3	-2.1	3	-3	-1.0	-3	-9
Cc1ccc(C)c(S(=O)(=O)N2CCN(C(=O)c3ccnn3C)CC2)c1	-4	-19	3	-2.4	-11	-1	-2.6	5	14
CCc1nnc(NC(=O)CSc2nnc(COc3ccc(C#N)cc3)n2-c2ccccc2)s1	-10	-11	-9	-0.9	5	3	-2.0	-15	31
COc1ccccc1/C=C/C=N/n1c(C)nnc1C	2	-3	4	-2.1	8	-1	-4.1	-14	9
CC(=O)N(C(C)=O)c1ccc2nc(C)[nH]c(=O)c2c1	7	1	1	-3.6	0	5	-2.8	-38	16
COc1cccc(OC)c1C(=O)Nc1ccc(CN2CCCCC2)cc1	4	3	-4	-3.2	0	7	-0.9	13	5
CCNc1c(NS(=O)(=O)c2ccc(Cl)s2)c(=O)oc2ccccc12	0	-19	3	-2.1	3	0	0.0	10	4
Cc1[nH]n(-c2cccc(Cl)c2)c(=O)c1C=NC12CN3CN(CN(C3)C1)C2	-7	1	3	0.3	-7	-1	1.4	-12	12
COc1cc(/C=C/C(=O)NCc2ccccn2)cc(OC)c1OC	2	-6	3	0.9	1	3	-1.3	-8	15
Cc1cccc(OCC(=O)N2CCc3ccccc3C2)c1	-6	-14	-2	0.7	1	3	-2.0	4	4
Clc1ccccc1CSc1nnc(/C=C/c2ccccc2)o1	0	-3	-2	2.3	1	4	-0.7	2	-1
NC1=CC(=O)c2cccc3cccc1c23	14	6	9	14*	11	·	3.1	0	13
COc1cccc(NS(=O)(=O)c2cc(C)sc2C)c1	-5	0	2	-2.4	-2	7	-2.1	-30	-19

High-throughput results from PubChem.
